NIH3T3 tox = cytotoxic compounds in NIH 3T3 cells; Potency, µM (titrated, usually from 96.7 µM), inactives show at the top dose activity change, negative = cytotoxicity, actives largely listed as inhibitors; NIH 3T3 viability, CellTiter-Glo ATP luminescence, 48-72 h; 4.3% of 94,000 active; also: potency is read from the fitted curve at half-maximal effect; nearly all actives have a fitted effect of over 55% in size
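Cells were seeded at 400 per well, treated with pin-transferred compound, and kept 48 or 72 hr at 37 °C before CellTiter-Glo addition and luminescence imaging of cellular ATP.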
SNCA expr inh = reduces expression of the alpha-synuclein gene; HEK-293 SNCA-luciferase knock-in, luminescence, 24 h; Potency, µM (top dose mostly 57.2 µM), for the others: at the highest dose activity change, negative = inhibition, hits mostly inhibitors; 0.17% of 140,000 active;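 also: potency is read from the fitted curve at half-maximal effect; plate controls were DMSO cells for no effect and cell-free wells for full effect; nearly all actives have a fitted effect of over 45% in size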
HEK cytotox = cytotoxic compounds in HEK 293 cells; 6.6% of 94,000 active; Potency, µM (top dose mostly 115 µM), for the others: at the highest dose activity change, negative = cytotoxicity, hits mostly inhibitors; HEK 293 viability, ATP luminescence (CellTiter-Glo), 48-72 h; also: potency is read from the fitted curve at half-maximal effect; nearly all actives have a fitted effect of over 60% in size
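Viability of HEK 293 cells, plated at 250 cells/well, was judged by cellular ATP after compound treatment for 48 or 72 hr. Luminescence was imaged 10 min after CellTiter-Glo addition at room temperature.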
SNCA viab count = cell viability loss counter-screen; 0.12% of 150,000 active; AID 1671193; Potency, µM (highest dose often 57.1 µM), inactives show at the highest dose activity change, negative = cytotoxicity, actives largely listed as cytotoxic; HEK-293-SNCA-luc viability, GF-AFC fluorescence, 24 h;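 also: potency is read from the fitted curve at half-maximal effect; 0% = DMSO-treated cells and -100% = medium-only wells without cells; nearly all actives have a fitted effect of over 30% in size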
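Cytotoxicity counterscreen: after 24 h compound treatment of genome-edited SNCA-luciferase HEK-293 cells, live-cell protease substrate GF-AFC read by fluorescence after 30 min; activity scaled between DMSO (0%) and medium-only (-100%), curves Hill-fitted.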
Luciferase inh = Photinus pyralis luciferase inhibition; P08659; purified P. pyralis luciferase, luminescence, biochemical; Potency, µM (top dose mostly 115 µM), for inactives: top-dose activity change, negative = inhibition, hits mostly inhibitors; 2.5% of 76,000 active; AID 1347043; also: potency is read from the fitted curve at half-maximal effect; nearly all actives have a fitted effect of over 65% in size
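Luminescence read by CCD imaging after purified firefly luciferase (10nM final) was added to substrate buffer holding 10uM D-luciferin and 10uM ATP, pH 7.5, pre-dosed with compound.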
IP6K1 inhibitor = IP6K1 kinase inhibition | activity change, % (series mostly up to about 58 µM) | 0.81% of 140,000 active | IP6K1 kinase, ADP-Glo luminescence, 2 h; hits give low values; in the data active = activity change below about -25%
Target sequence (Q92551 whole entry, looked up): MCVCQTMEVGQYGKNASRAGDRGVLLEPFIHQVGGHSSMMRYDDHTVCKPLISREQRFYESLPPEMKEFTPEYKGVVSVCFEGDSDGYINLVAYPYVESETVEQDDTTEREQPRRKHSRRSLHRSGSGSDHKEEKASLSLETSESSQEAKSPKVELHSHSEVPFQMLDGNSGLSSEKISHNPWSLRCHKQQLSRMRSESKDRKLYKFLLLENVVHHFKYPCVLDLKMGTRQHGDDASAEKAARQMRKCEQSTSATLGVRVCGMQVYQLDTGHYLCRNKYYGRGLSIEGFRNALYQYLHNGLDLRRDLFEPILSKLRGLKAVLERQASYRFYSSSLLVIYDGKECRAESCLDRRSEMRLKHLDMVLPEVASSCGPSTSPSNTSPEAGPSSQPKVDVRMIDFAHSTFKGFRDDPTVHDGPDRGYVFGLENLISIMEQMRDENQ
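ADP-Glo luminescence measures ADP made by human IP6K1 during a 2 h RT reaction with ATP/IP6 (mix at 1.3 mM/130 uM); top library doses 57.5 and 19.1 uM final.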
GPT2 inhibitor = inhibitors of human GPT2 alanine aminotransferase | Q8TD30 | Recombinant GPT2, coupled pyruvate oxidase/HRP Amplex Red fluorescence | Potency, µM (doses to about 57.7 µM), inactives show at the highest dose activity change, negative = inhibition, most hits filed as inhibitors | 0.25% of 100,000 active | AID 1671188; also: potency is read from the fitted curve at half-maximal effect; nearly all actives have a fitted effect of over 60% in size; many of its hits are not listed in these tables
Target sequence (Q8TD30 whole entry, looked up): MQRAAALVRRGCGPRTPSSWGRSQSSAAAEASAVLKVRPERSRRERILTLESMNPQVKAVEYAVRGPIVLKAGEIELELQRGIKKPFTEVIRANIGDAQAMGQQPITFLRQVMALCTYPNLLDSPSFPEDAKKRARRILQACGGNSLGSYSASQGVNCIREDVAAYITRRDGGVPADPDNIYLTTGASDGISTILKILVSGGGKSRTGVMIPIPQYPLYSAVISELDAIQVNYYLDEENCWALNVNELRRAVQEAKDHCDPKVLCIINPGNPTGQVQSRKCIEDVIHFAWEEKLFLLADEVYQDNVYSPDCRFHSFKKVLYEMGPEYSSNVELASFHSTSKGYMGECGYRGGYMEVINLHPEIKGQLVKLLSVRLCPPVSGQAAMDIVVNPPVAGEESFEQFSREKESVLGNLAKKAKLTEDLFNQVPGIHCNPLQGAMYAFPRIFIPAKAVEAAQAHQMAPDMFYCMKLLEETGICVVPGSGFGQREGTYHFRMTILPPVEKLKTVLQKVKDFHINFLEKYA
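Inhibition is scored from Amplex Red fluorescence generated when pyruvate oxidase and HRP act on pyruvate released by GPT2. Reactions contain 10ng/uL enzyme, 250uM a-KG and 2mM L-alanine and run 30 min at room temperature.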
Starred values were filed as active, the others as inactive; i = inactive; u = inconclusive; x = no result given; [ ] = dose if it differs, or a comment. Unless noted, calls follow the shape of the dose curve; as a rule, active = well fitted curve in the direction sought with a large enough effect; inconclusive = small, poorly fitted or top-dose-only effect, or another doubt; inactive = no such curve, though single readings can be large; an effect the other way counts as inactive or inconclusive. Unless noted, % is scaled to controls: 0 for no effect and ±100 for the full control effect. The list is partial (hit frequency here may not be typical).

SMILES	NIH3T3 tox	SNCA expr inh	HEK cytotox	SNCA viab count	Luciferase inh	IP6K1 inhibitor	GPT2 inhibitor
COc1cccc(-n2c(SCc3cccc(C)c3)nc3c([nH]c4ccccc43)c2=O)c1	x	7%	x	0%	x	-9	x
COc1ccc(S(=O)(=O)Nc2c(C)nc3nc(C)[nH]n3c2=O)cc1	x	2%	x	-3%	x	-16	x
COc1ccc(Cn2nc3n(c2=O)-c2ccccc2OC3)cc1	x	67%[activator]	x	2%	x	4	x
OC(Cn1cncn1)(Cn1cncn1)c1ccc(F)cc1F	x	3%	x	-15%	x	4	2%
Cc1c(Cl)c(C(=O)N2C[C@@H](CN3CCCN(C)CC3)[C@@H](CO)C2)nn1C	0%	14%	0%	-3%	1%	9	i
COc1ccccc1-c1cc2nc(C)c(CCC(=O)Nc3cc(C)ccc3C)c(C)n2n1	x	2%	x	-2%	x	16	x
CCNC(=O)c1ccc(-c2cc(NC3CCCC3)nc3[nH]ccc23)nc1	-30%	1%	-25%	6%	-15%	10	-14%
CN(C)C(=O)N1CCN(c2ccc(Cl)nn2)C(=O)C1	i	u	i	-5%[87.6 µM]	x	-9	i
O=C(NCc1ccc2sccc2c1)C1CC(=O)N(C2CC2)C1 (stereo not given)	-16%	10%	-13%	2%	-18%	16	i
COc1ccc(NC(=O)CSc2nccn2Cc2ccc3c(c2)OCO3)cc1	x	32%[activator]	x	9%	x	1	x
N#CC1CCN(C(=O)CNC(=O)c2cccc(-c3ccsc3)c2)CC1	-14%	10%	u	6%[12.5 µM]	x	-5	i
COc1cccnc1C(=O)N1CCC(N2CCCC(C(=O)N3CCCC3)C2)CC1 (stereo not given)	0%	21%	-4%	-7%	-3%	28	i[11.5 µM]
O=C(O)c1cc2cn(C3CCCC3)cc2s1	u	23%	6%	7%	-13%	1	i
CN(C)CCOCC1(C)COc2ccc(C(=O)NCc3cccc(F)c3)cc2N1 (stereo not given)	u	-8%[87.6 µM]	u	8%[87.6 µM]	-13%[172 µM]	-9	2%[88.5 µM]
c1ccc(NCCn2cc(-c3cncnc3)nn2)cc1	i	1%	2%	-6%	1%	-5	i
O=C1CSC2(C(=O)N(Cc3ccccc3)c3ccccc32)N1c1cccc(F)c1 (stereo not given)	x	-27%	x	-4%	x	11	x
O=C(CCc1c[nH]c2ccccc12)NCC(=O)N1CCCCCCNC(=O)CC1c1ccccc1 (stereo not given)	i	-2%	-6%	-12%	0%	7	-1%
O=C1C(c2ccccc2)CC2(CCN(Cc3cccc(O)c3)CC2)CN1C1CC1 (stereo not given)	-2%	-2%	-7%	-1%	0%	1	i
CCOc1ccccc1C(=O)N1CCN(C(=O)c2nnn3c2COC(c2ccc(Cl)cc2)C3)CC1 (stereo not given)	u	u	32µM*	-9%	8%	0	i
COC1CN(C2CCN(C(=O)NC3CCCCC3)CC2)C12CCOCC2 (stereo not given)	-12%	14%	-17%	-15%	-5%	28	3%
CCOC(=O)c1c(S(=O)(=O)NCC(=O)N2CCN(c3ccccc3OC)CC2)c(C)n(C)c1C	x	-14%	x	-1%	x	25	x
O=C(c1ccccc1)N1CCC2(CNc3ccccc3[S+](=O)([O-])N2)C1 (stereo not given)	-15%	-7%	-19%	1%	-12%	10	1%
Cn1cnc(S(=O)(=O)N2CCCN(S(=O)(=O)c3ccccc3)CCC(=O)NCC2)c1	-7%	1%	i	2%	1%	0	i
Fc1ccc(-c2nn(-c3ccccc3Cl)c3c2cnc2ccccc23)cc1	x	-7%	x	u	x	10	x
COC(=O)c1sccc1S(=O)(=O)N(CC(=O)Nc1cc(C)cc(C)c1)c1ccc(Cl)cc1	x	-14%	x	-12%	x	-4	x

A different layout for some results above:
SMILES,NIH3T3 tox,SNCA expr inh,HEK cytotox,SNCA viab count,Luciferase inh,IP6K1 inhibitor,GPT2 inhibitor
COc1ccc(NC(=O)CSc2nccn2Cc2ccc3c(c2)OCO3)cc1,x,32%[activator],x,9%,x,1,x
N#CC1CCN(C(=O)CNC(=O)c2cccc(-c3ccsc3)c2)CC1,-14%,10%,u,6%[12.5 µM],x,-5,i

By substructure, those above containing an NH in an aromatic ring (4)
SMILES	NIH3T3 tox	SNCA expr inh	HEK cytotox	SNCA viab count	Luciferase inh	IP6K1 inhibitor	GPT2 inhibitor
COc1cccc(-n2c(SCc3cccc(C)c3)nc3c([nH]c4ccccc43)c2=O)c1	x	7%	x	0%	x	-9	x
COc1ccc(S(=O)(=O)Nc2c(C)nc3nc(C)[nH]n3c2=O)cc1	x	2%	x	-3%	x	-16	x
CCNC(=O)c1ccc(-c2cc(NC3CCCC3)nc3[nH]ccc23)nc1	-30%	1%	-25%	6%	-15%	10	-14%
O=C(CCc1c[nH]c2ccccc12)NCC(=O)N1CCCCCCNC(=O)CC1c1ccccc1 (stereo not given)	i	-2%	-6%	-12%	0%	7	-1%

Other results:
SMILES	NIH3T3 tox	SNCA expr inh	HEK cytotox	SNCA viab count	Luciferase inh	IP6K1 inhibitor	GPT2 inhibitor
Cc1nnc(SCC(=O)NCc2ccc(N(C)C)cc2)c2nn(-c3ccccc3)c(C)c12	x	19%	x	-1%	x	19	x
Cc1ccccc1OCC(=O)N1CCC2(CC1)NC(=O)N(Cc1ccccc1)C2=O	-2%	23%	-6%	5%	4%	8	i
O=C(c1ccccc1)N1CCn2c(nn(-c3ccc([N+](=O)[O-])cc3)c2=O)C1	-28%	-18%	-7%	-15%	0%	24	i
COc1ccccc1CNC(=O)CSc1ccc(-c2sc(-c3ccccc3)nc2C)nn1	x	2%	x	0%	x	1	x
CCOc1ccc(NC(=O)Cn2c(=O)n(CCc3ccccc3)c(=O)c3c4c(sc32)CCCC4)cc1	x	0%	x	11%	x	8	x
CCCCN(C)c1nc2c(S(=O)(=O)c3ccc(CC)cc3)nnn2c2ccc(Cl)cc12	x	-10%	x	5%	x	-3	x
CCOc1ccc(CNC(=O)C2CCN(C(=O)N3CC(CC)Oc4ccccc43)CC2)cc1 (stereo not given)	x	11%	x	0%	x	-2	x
CCOCCc1nn2c(=O)cc(COC(=O)c3ccccc3OC)nc2s1	x	0%	x	5%	x	-11	x
O=C1NCc2ccccc2CC12CCN(Cc1c(F)cccc1Cl)C2 (stereo not given)	-2%	-7%	-22%	-19%	x	-13	0%
CCS(=O)(=O)Nc1ccc(C2(C(=O)NCc3ccc4c(c3)OCO4)CCCCC2)cc1	u	-4%	u	-3%	-6%	7	i
Cc1ccc(CNC(=O)Cn2ccn3nc4c(c3c2=O)CCCC4)cc1	i	17%	9%	1%	0%	15	0%
COc1ccc(NC(=O)Cn2c(=O)n(Cc3ccccc3Cl)c(=O)c3cc(OC)c(OC)cc32)cc1OC	x	33%	x	-6%	x	14	x
Cn1nc(C(=O)N2CCC3(CC2)CC(Cc2nc(C4CC4)no2)CCO3)c2ccccc21 (stereo not given)	u	-23%	u	-4%	x	14	1%
C[C@H]1[C@@H]2[C@@H](O)C([C@H](C)C(=O)N3CCCC3)CC[C@@]2(C)CC[C@@H]1NC(=O)Cc1ccccc1 (stereo not given in full)	4%	-19%	4%	5%	-2%	-14	i
Cc1cc2nn(-c3ccccc3)nc2cc1NC(=O)Cc1ccc(Cl)cc1	x	172%[activator]	x	11%	x	20	x
COc1cc(C2c3c(oc4ccccc4c3=O)C(=O)N2c2nnc(C(C)C)s2)cc(OC)c1OC (stereo not given)	x	-1%	x	-7%	x	-26*	x
Clc1ccccc1C1Cn2cnc(-c3nc(-c4ccccc4)no3)c2CO1 (stereo not given)	0%	79%[activator]	7%	0%	-18%	12	i
CC1CCN(S(=O)(=O)c2ccc3c(c2)N(CC(=O)NCCN(C)C)C(=O)CS3)CC1	x	3%	x	-15%	x	-15	x
COCCn1ncc(N2CCCC(CC(=O)NCCN3CCCC3)C2)cc1=O (stereo not given)	-8%	-19%	-15%	4%	13%	-4	-2%
Cc1csc(Nc2ccc3ncn(Cc4ccccc4)c(=O)c3n2)n1	u	u	u	u	-3%[172 µM]	4	i
Cc1ccccc1-n1nc(C)c2c1NC(=O)CC2c1cccc(C#N)c1 (stereo not given)	-18%	-2%	-4%	-2%	-1%	5	-23%[11.5 µM]
Cc1ccc(COc2cccc3cc(-c4noc(-c5ccc(C)cc5)n4)c(=O)oc23)cc1	x	42%[activator]	x	3%	x	21	x
CN(Cc1ccccc1)C(=O)c1cc2c(s1)-c1ccc(Cl)cc1SC2	x	72%[activator]	x	1%	x	-5	x
COc1ccc(-c2cc(-c3ccccc3)nc3c2COc2ccc(Cl)cc2-3)cc1	x	9%	x	4%	x	10	x
Cc1nn(-c2ccc(C(F)(F)F)cc2)c(C)c1[C@@H]1C=C[C@@H](NC(=O)CSCC(=O)O)C1	-14%	75%[activator]	u	-3%	-8%	2	1%

Looked up one by one from the entries so far, two records:
SMILES	NIH3T3 tox	SNCA expr inh	HEK cytotox	SNCA viab count	Luciferase inh	IP6K1 inhibitor	GPT2 inhibitor
CCOCCc1nn2c(=O)cc(COC(=O)c3ccccc3OC)nc2s1	x	0%	x	5%	x	-11	x
COc1ccc(NC(=O)Cn2c(=O)n(Cc3ccccc3Cl)c(=O)c3cc(OC)c(OC)cc32)cc1OC	x	33%	x	-6%	x	14	x

The list continues:
SMILES	NIH3T3 tox	SNCA expr inh	HEK cytotox	SNCA viab count	Luciferase inh	IP6K1 inhibitor	GPT2 inhibitor
COc1cccc(NC(=O)C2CCCN(S(=O)(=O)c3c(C)nn(C)c3C)C2)c1 (stereo not given)	x	-7%	x	10%	x	3	x
CC(C)NC(=O)CN1CCN(Cc2cc(=O)c3cccc(Cl)c3[nH]2)CC1	-35%	26%	-17%	-1%	0%	-2	-11%
COCC(=O)N[C@@H]1CN(S(C)(=O)=O)C[C@H]1CN(C)C	-8%	8%	-32%	5%	3%	19	i
CC1(C)[C@H]2CC[C@@H](CNC(=O)c3ccc4ccccc4n3)[C@@H]1C2	89µM*	7%[87.6 µM]	u	10%[87.6 µM]	-10%[172 µM]	2	-10%[88.5 µM]
COc1ccc(C2=NOC3(CCN(C(=O)c4ccc(C)cc4)C3)C2)cc1 (stereo not given)	-26%	10%	u	-22%	-9%	8	3%
COc1cc(NC(=O)Cn2c(=O)n(CC3CCCO3)c(=O)c3ccccc32)cc(OC)c1 (stereo not given)	x	9%	x	-23%	x	5	x
Cc1ccc(C2Cn3nnc(C(=O)N4CCN(C(=O)c5ccco5)CC4)c3CO2)cc1 (stereo not given)	-12%	-19%	-5%	9%	-2%	0	-4%
CC(C)c1ccc(Nc2cc(C(=O)NCc3cccs3)c3ccccc3n2)cc1	x	13%	x	6%	x	25	x
O=C(NCc1ccc(F)cc1)c1ccc2oc(-c3ccncc3)nc2c1	-19%	52%[activator]	u	-3%	x	-4	0%
CCC(C)NC(=O)CN1CN(c2ccccc2)C2(CCN(C(=O)Nc3ccccc3C)CC2)C1=O (stereo not given)	-15%	-17%	u	6%	1%	15	i
CCN(Cc1ccccc1)Cc1c(O)ccc2c(=O)c(-c3ccccc3OC)c(C(F)(F)F)oc12	x	17%	x	0%	x	-5	x
O=C(NC1CCN(c2ccc3nnc(-c4ccccc4)n3n2)CC1)C1CC1	-22%	x	-24%	x	x	-1	x

Bioassay records from PubChem.
